# Screens as filed in PubChem.
# PV pol inh – inhibitors of poliovirus RNA polymerase binding and polymerization; P03300; % elongation, % (compound at 16.7 µg/mL); poliovirus polymerase elongation, fluorescence polarization; hits give low values; 150,000 compounds, 0.66% hits; in the data active = % elongation below about 90%; note: some results filed as inactive read as strong as hits
# Target sequence (P03300 1749-2209 limits assumed): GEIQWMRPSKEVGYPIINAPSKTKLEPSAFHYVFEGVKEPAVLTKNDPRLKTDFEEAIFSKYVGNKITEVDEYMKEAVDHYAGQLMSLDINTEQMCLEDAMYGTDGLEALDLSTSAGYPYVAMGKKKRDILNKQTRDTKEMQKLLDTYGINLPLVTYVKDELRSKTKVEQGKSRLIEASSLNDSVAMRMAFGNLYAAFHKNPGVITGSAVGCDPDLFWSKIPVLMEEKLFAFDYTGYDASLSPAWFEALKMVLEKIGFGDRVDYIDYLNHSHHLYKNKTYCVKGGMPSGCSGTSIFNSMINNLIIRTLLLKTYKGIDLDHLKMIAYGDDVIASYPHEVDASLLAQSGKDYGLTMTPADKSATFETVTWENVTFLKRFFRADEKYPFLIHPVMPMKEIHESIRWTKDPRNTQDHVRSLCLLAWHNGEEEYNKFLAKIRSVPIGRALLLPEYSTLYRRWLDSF
# PV pol inh FP z-score – recorded beside PV pol inh, whose call it bears; z-score; measured here: FP z-score; hits read low
# * hit, by the source's call; & = joins results of further samples.
SMILES,PV pol inh,PV pol inh FP z-score
Cc1cc(-c2ccc(S(=O)(=O)Nc3cccc(Cl)c3C)cc2)on1,106.0,-0.2
CN(C(=O)COc1ncnc2sccc12)c1ccccc1,109.0,1
COCc1c(C(=O)OC2CCOC2=O)oc2ccccc12 (stereo not drawn),103.0,-0.2
Cc1ccc(S(=O)(=O)N(CCc2ccccc2)CC(=O)Nc2ccccc2C)cc1,107.0,0.5
Cc1ccc(-n2nc(C)c3c(C(=O)Nc4ccc(Br)c(C)c4)cc(C)nc32)cc1,111.0,0.7
CCOC(=O)c1cnn(-c2nc(C)cc(C)n2)c1N,105.0,1.2
O=C1C=C(c2ccc(Cl)cc2)OC2(CCCC2)O1,101.0,0
CCc1ccc2c(CSc3nnc(-c4ccco4)o3)cc(=O)oc2c1,106.0,0.4
O=C(NCc1ccccc1Cl)c1ccc2c(c1)N(Cc1ccccc1)C(=O)c1ccccc1S2,108.0,0
O=C(CSc1nccn1-c1ccccc1)Nc1ccccc1F,103.0,0.4
Cc1nnc(NC(=O)CSc2nnc(CNC(=O)c3ccco3)n2-c2cccc(C)c2C)s1,101.0,0.2
COC(=O)C1=C(NC(=O)c2ccccc2C)CCS1,101.0,0
O=C(c1ccccc1)n1nc(-c2cccnc2)nc1NCc1cccs1,103.0,0.3
CN/C(=C\C(=O)C(F)(F)F)c1ccccc1,98.0,-0.2
CCOc1ccccc1C(=O)NCc1ccc2c(c1)CCN2C(C)=O,111.0,1.1
COc1ccc(NS(=O)(=O)c2ccc(N)cc2)nn1,101.0&102.0,0.1&0.6
CCC(Cc1ccccc1)NC(=O)c1ccc2c(c1)NC(=O)c1ccccc1S2 (stereo not drawn),103.0,-0.1
CC(C)=CC(=O)NCCc1ccccc1,99.0,-0.5
Cc1ccc(OCC(=O)Nc2cccc(C(=O)OCc3cc(=O)n4c(C)csc4n3)c2)cc1,104.0,-0.5
CC1CCCC(C)N1C(=O)COC(=O)C1CCCCC1 (stereo not drawn),103.0,-0.1
CN(C)/N=C/c1ccc(C(O)(c2nc3ccccc3s2)C(F)(F)F)o1 (stereo not drawn),100.0,-0.4
CC(CCc1ccccc1)Nc1ccc2c(c1)OCO2 (stereo not drawn),97.0,-1.3
N#CC(C#N)=Cc1cccn1CCCn1ccnc1,93.0,-3.4
CSc1ccc(CCNC(=O)c2ccc3c(c2)nc2n3CCC(C)C2)cc1 (stereo not drawn),110.0,0.5
CCN(CC)C(=O)N[C@@H]1CC2c3cccc4[nH]cc(c34)CC2N(C)C1 (stereo partly drawn),99.0,-0.1
Cc1ccc(N=C2SCC(=O)N2C)cc1,104.0,0.4
COC(=O)c1ccccc1NC(=O)c1cnc(Nc2ccc(OC)cc2)c2ccccc12,102.0,-0.8
COCCCNc1nc2cc(OC)c(OC)cc2c2nc(-c3ccccc3)nn12,103.0,-0.3
CNC(=O)CSc1nc(-c2ccccc2)cn1N,105.0,0.3
NC(=O)NC(CC(=O)N1CCc2ccccc2C1)c1ccc(Cl)cc1 (stereo not drawn),105.0,0.3
CCn1c(Cc2ccc(OC)cc2)nnc1SCC(=O)NC1=NCCS1,102.0,0
O=C(CSc1ncc(CO)n1Cc1ccccc1)Nc1ccc(C(F)(F)F)cc1,103.0,-0.7
Cc1ccc(NC(=O)c2ccc(NC(=O)N3CCSc4ncccc43)cc2)c(C)c1,99.0,-1.2
CCCn1cc(S(=O)(=O)c2cc(C)ccc2C)c(=O)c2cc(F)c(N3CCCCCC3)cc21,104.0,-0.7
CC1=C(C(=O)OC2CCCN(C)C2)C2(O)C(=O)c3ccccc3C2(O)N1 (stereo not drawn),105.0,0.2
Oc1ccc(C=NCc2ccco2)cc1,100.0,0.1
COC(=O)CN(c1ccccc1Cl)S(C)(=O)=O,101.0,-0.1
CC(C)(C)CC(C)(C)c1ccc(O)c(Cc2ccc(Cl)cc2Cl)c1,100.0,0.1
COc1ccc(Cl)cc1NC(=O)C1CCCN(c2cc(C)nc3ncnn23)C1 (stereo not drawn),102.0,0.2
O=C(Oc1ccc(-c2nnco2)cc1)c1ccccc1OC(F)F,104.0,0.6
CCOC(=O)c1c(/C=C2\C(=O)Nc3ccccc32)c(C)n(-c2ccccc2)c1C,102.0,-0.2
CC(=O)N1CCN(C(=O)COc2ccc(NC(=O)c3ccccc3)cc2)CC1,103.0,-0.1
CCN(CC)c1ncc2c(SCC(N)=O)nc(SCC(N)=O)nc2n1,103.0,0.3
COC(=O)CC1C(=O)NCCN1C(=O)Nc1ccccc1 (stereo not drawn),102.0,0.2
CCOC(=O)C(C)(C)Sc1nc2c(cnn2-c2ccc(Cl)cc2)c(=O)[nH]1,101.0,-0.3

# In a second layout: entries from further up.
SMILES	PV pol inh	PV pol inh FP z-score
CNC(=O)CSc1nc(-c2ccccc2)cn1N	105.0	0.3
NC(=O)NC(CC(=O)N1CCc2ccccc2C1)c1ccc(Cl)cc1 (stereo not drawn)	105.0	0.3
CCn1c(Cc2ccc(OC)cc2)nnc1SCC(=O)NC1=NCCS1	102.0	0
O=C(CSc1ncc(CO)n1Cc1ccccc1)Nc1ccc(C(F)(F)F)cc1	103.0	-0.7
Cc1ccc(NC(=O)c2ccc(NC(=O)N3CCSc4ncccc43)cc2)c(C)c1	99.0	-1.2
CCCn1cc(S(=O)(=O)c2cc(C)ccc2C)c(=O)c2cc(F)c(N3CCCCCC3)cc21	104.0	-0.7
CC1=C(C(=O)OC2CCCN(C)C2)C2(O)C(=O)c3ccccc3C2(O)N1 (stereo not drawn)	105.0	0.2
Oc1ccc(C=NCc2ccco2)cc1	100.0	0.1
COC(=O)CN(c1ccccc1Cl)S(C)(=O)=O	101.0	-0.1
CC(C)(C)CC(C)(C)c1ccc(O)c(Cc2ccc(Cl)cc2Cl)c1	100.0	0.1
COc1ccc(Cl)cc1NC(=O)C1CCCN(c2cc(C)nc3ncnn23)C1 (stereo not drawn)	102.0	0.2
O=C(Oc1ccc(-c2nnco2)cc1)c1ccccc1OC(F)F	104.0	0.6
CCOC(=O)c1c(/C=C2\C(=O)Nc3ccccc32)c(C)n(-c2ccccc2)c1C	102.0	-0.2
CC(=O)N1CCN(C(=O)COc2ccc(NC(=O)c3ccccc3)cc2)CC1	103.0	-0.1
CCN(CC)c1ncc2c(SCC(N)=O)nc(SCC(N)=O)nc2n1	103.0	0.3
COC(=O)CC1C(=O)NCCN1C(=O)Nc1ccccc1 (stereo not drawn)	102.0	0.2
CCOC(=O)C(C)(C)Sc1nc2c(cnn2-c2ccc(Cl)cc2)c(=O)[nH]1	101.0	-0.3

# Additional structures
SMILES,PV pol inh,PV pol inh FP z-score
C=C1N(c2ccccc2C)C(=O)OC1(C)C,102.0,0.7
CCN(CC)S(=O)(=O)c1ccc(NC(=O)COC(=O)Cn2[nH]c(=O)c3ccccc3c2=O)cc1,115.0,1.5
OP(Oc1ccccc1)(Oc1ccccc1)=P(O)(Oc1ccccc1)Oc1ccccc1,98.0,-1.5
CC1CCC(=C(C#N)C(=O)NCc2ccccc2)CC1 (stereo not drawn),100.0,-0.3
CC(C)OC(=O)c1ccc(N)cc1,104.0,0.7
Cn1c(NN)nc2c(c1=O)C1(CCCC1)Cc1ccccc1-2,104.0,0.9
Cc1cc(NC(=O)c2ccc(-c3ccc(Cl)cc3)o2)cc(-c2nc3ncccc3o2)c1O,107.0,0.5
N#Cc1c(Nc2ccccc2)sc(C(=O)c2cccs2)c1N,100.0,-0.2
O=C(c1cnc(N2CCCC2)nc1)N1CCCC1,105.0,1.3
COc1ccc(C2=NC(=O)/C(=C\c3cccc(F)c3)O2)cc1,102.0,0.2
C=CCn1c(COc2cccc(C)c2)nnc1SCC(=O)N1CCNC1=O,104.0,0.4
CN1C(=O)Oc2ccc(Cl)cc2C1O (stereo not drawn),100.0,-0.3
Cc1ccc(-c2nn(-c3ccccc3)cc2/C=C/C(=O)OCC(N)=O)o1,102.0,-0.1
CCOC(=O)C1CCCN(C(=O)c2ccc(C)c(NC(=O)c3nsc4ccccc34)c2)C1 (stereo not drawn),102.0,-1.2
CC(CNC(=O)CCc1nnc2n(Cc3ccccc3)c(=O)c3ccccc3n12)c1ccccc1 (stereo not drawn),99.0,-1.6
COc1ccccc1Nc1c2c(nc3ccc(NC(=O)c4cccc(F)c4)cc13)CCCC2,102.0,-0.4
O=c1nc(N2CCOCC2)ccn1Cc1ccc(Cl)cc1,103.0,0.2
O=C(O)/C=C/c1cccs1,103.0,0.4
CC(=O)Nc1cc(C(=O)NCCN2CCN(c3ccccc3)CC2)ccc1S(=O)(=O)c1ccc(C)cc1,101.0,0.1
O=C(Cc1ccccc1)NCc1nc(-c2ccccc2)no1,105.0,0.6
O=C(c1cc(-c2ccc(Cl)cc2)on1)N(Cc1cccc(F)c1)Cc1ccco1,109.0,0.4
O=C(CSc1ccccc1)NCCc1ccccc1,99.0,-0.2
Cc1cncn1CCc1nc2c3ccccc3nc(SCC(=O)Nc3ccccc3F)n2n1,107.0,0.2
Cc1ccc2nc(N(CCCN(C)C)C(=O)c3ccco3)sc2c1,94.0,-2.6
CCN(CC)C(=O)c1cccc(NC(C)=O)c1,101.0,-0.1
N#Cc1nc(/C=C/c2ccc(F)cc2)oc1N1CCN(c2ccccc2)CC1,110.0,0.5
CCN(CC)c1ccc(N=Cc2cc(C)n(-c3ccc(OC(C)=O)cc3)c2C)cc1,102.0,0.1
Cc1ccccc1C(=O)Nc1sc2c(c1C(=O)N1CCC(C)CC1)CCC(C)C2 (stereo not drawn),109.0,1.4
CCOc1ccc(NS(=O)(=O)c2ccc3[nH]cc(C(=O)NCc4ccccc4)c(=O)c3c2)cc1,112.0,0.8
COc1ccc(CCNCc2ccccc2O)cc1,100.0,-0.3
Cc1cccc(N2CCN(C(=O)C(C)(C)Oc3ccc(Cl)cc3)CC2)c1C,98.0,0
O=S(=O)(c1ccc(F)cc1)N1CCC(Oc2cccc(C(F)(F)F)c2)CC1,106.0,-0.2
O=C(NCCc1ccccc1)c1cc(-c2ccc(Br)cc2)on1,104.0,0.2
CCOc1ccc2nc(N3CCCC(C(=O)NCCCOC)C3)sc2c1 (stereo not drawn),111.0,1.4
COc1ccc(S(=O)(=O)Nc2ccc(S(=O)(=O)N3CCCC3)cc2)cc1C,105.0,1.3
c1coc(CNC2CCCCCCC2)c1,102.0,-0.2
O=C1C2CC=CCC2C(=O)N1c1cccc2ccccc12 (stereo not drawn),99.0,-0.4
CCC(C)NS(=O)(=O)c1ccc(N2CCCCS2(=O)=O)cc1 (stereo not drawn),112.0,0.9
CC1(C(=O)NC2CCCCC2)Cc2ccccc2C(=O)N1C1CCCCC1 (stereo not drawn),100.0,-0.2
Cc1ccc2c(c1)sc1nc(-c3cc4cc(Cl)ccc4oc3=O)cn12,101.0,-1.2
COc1ccc(NC(=O)Cc2csc(COc3cccc(C)c3)n2)c(OC)c1,109.0,0.6
O=C(Nc1cc(Cl)ccc1O)c1cc(-c2ccc3c(c2)OCO3)on1,103.0,-0.1
COC(=O)C1=C(NC(=O)c2ccc(N3C(=O)CCC3=O)cc2)CCS1,100.0,-0.2
Cc1ccc(NC(=O)CN2C(=O)S/C(=C/c3ccc4c(c3)n(C)c(=O)n4C)C2=O)cc1C,101.0,0.1
O=C(O)CCCN=Cc1c(O)c2ccccc2oc1=O,102.0,0.5
C/C(=N\O)C(=O)NCCc1c[nH]c2ccccc12,97.0,-0.8
c1ccc2c(-c3nnc4n3CCCCC4)c[nH]c2c1,102.0,0.1
COc1cc(NC(=O)NCC2CCN(Cc3cc(C)ccc3C)CC2)cc(OC)c1,103.0,-0.1
NS(=O)(=O)c1cc2c(cc1Cl)NC(CSCc1ccccc1)=NS2(=O)=O,101.0&100.0,0.1&0
CNC(=O)N1CCn2cccc2C1C (stereo not drawn),84.0,-8.1
O=c1c2nnn(Cc3ccccc3)c2ncn1Cc1ccc(F)cc1,100.0,-0.5
FC(F)(F)c1cccc(Nc2nc3nonc3nc2Nc2ccc(Cl)cc2)c1,114.0,0.5
CNC(=S)Nc1cccc(Cn2cc(Cl)cn2)c1,99.0,-0.6
Cc1cc2n(n1)C(c1ccccc1)CC(c1ccccc1)=N2 (stereo not drawn),97.0,-1.6
COc1ccc(Cl)cc1NC(=O)CN1C(=O)COc2ccc(S(=O)(=O)NC3CCCC3)cc21,111.0,0.9
COc1ccccc1N1CCN(C(=O)c2ccc3c(c2)N(Cc2cc(C)ccc2C)C(=O)c2ccccc2S3(=O)=O)CC1,103.0,-0.8
CCOC(=O)c1c[nH]c2ccc(OCC)cc2c1=O,103.0,0.3
COCCn1c(NN)nc2ccsc2c1=O,100.0,-0.6
N#CCOC(=O)c1cn(-c2ccccc2)nc1-c1ccccc1,103.0,0
CC(=O)N1CCC(N(CCC(C)C)C(=O)Nc2ccccc2)CC1,101.0,-0.1

# (listing goes on)
SMILES,PV pol inh,PV pol inh FP z-score
CC(C)(C)c1ccc(C(=O)OCC(=O)Nc2ccc(C#N)cc2)cc1,102.0,0.4
NC(=O)c1cc(S(=O)(=O)NCC2CCN(Cc3cccc(F)c3)CC2)cs1,104.0,2
CC(Sc1nc(-c2ccccc2)cc(C(F)(F)F)n1)C(=O)N1CCCCC1 (stereo not drawn),102.0,0
Cc1ccc(C(=O)Nc2cc(=O)n(C)c(=O)n2C)cc1,104.0,0.3
CCOc1ccc(C(C)C)cc1S(=O)(=O)Nc1cccc(-c2ccc(N3CCOCC3)nn2)c1,110.0,0.9
CC(C)N(Cc1cccs1)C(=O)[C@H]1[C@@H]2C[C@@H]3[C@H]1C(=O)O[C@@H]3C2,100.0,-0.5
COc1ccccc1NC(C)c1cc(Cl)ccc1O (stereo not drawn),100.0,-0.5
Cc1cc(NC(=O)NCc2sccc2C)c(C(F)(F)F)o1,98.0,-0.9
c1cc2c(cc1C1=NCCC1)OCCO2,109.0,0.6
Cc1cccc(NC(=O)CC2CCC2)c1,102.0,1.1
O=C1OCCC1OC(=O)C1(c2ccc(F)cc2)CCCC1 (stereo not drawn),103.0,-0.1
Nc1nc(CN2CCC(Cc3ccccc3)CC2)nc(Nc2ccccc2)n1,100.0,-0.3
CCOC(=O)C1=C(CC)Nc2ccccc2N=C1NC(=O)c1nc2nccc(C)n2n1,102.0,-0.6
Cc1cc(NC(=O)CCN2C(=O)/C(=C3\SC(=S)N(CCC(=O)Nc4cc(C)on4)C3=O)SC2=S)no1,101.0,0.6
N#C/C(=C(/O)CCN1C(=O)c2ccccc2C1=O)c1nc2ccccc2s1,112.0,1
O=C(CSc1ccc(Cl)cc1)c1ccc[nH]1,106.0,0.4

# The list is partial; count on the stated rates, not on these rows.
